From PubChem BioAssay
NPSR antagonist: antagonists of human neuropeptide S receptor cAMP signaling; CHO-NPSR cells, cAMP TR-FRET, antagonist mode; Potency, µM (highest dose often 38.3 µM), for inactives: at the top dose activity change, negative = inhibition, actives largely listed as inhibitors; 220,000 tested, 1% active; AID 1461; note: potency is the fitted concentration of half-maximal effect; % is set by controls: 0 for no effect and ±100 for the full control effect; nearly all actives have a fitted effect of over 50% in size; many of its hits are not listed in these tables
Target sequence (Q6W5P4 whole entry, looked up): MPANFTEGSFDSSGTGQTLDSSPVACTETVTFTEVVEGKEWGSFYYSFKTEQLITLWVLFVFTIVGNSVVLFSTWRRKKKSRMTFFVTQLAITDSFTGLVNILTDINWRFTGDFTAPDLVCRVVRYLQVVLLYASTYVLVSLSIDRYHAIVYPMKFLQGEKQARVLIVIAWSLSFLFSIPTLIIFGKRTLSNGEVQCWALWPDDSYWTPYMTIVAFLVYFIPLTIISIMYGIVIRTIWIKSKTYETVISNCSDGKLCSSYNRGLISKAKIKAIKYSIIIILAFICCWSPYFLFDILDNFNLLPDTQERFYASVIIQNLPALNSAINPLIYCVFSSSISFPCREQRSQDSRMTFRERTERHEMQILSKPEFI
IMPase Li inh: IMPase inhibition in cells with lithium potentiation; CHO-M1 cells, IP1 TR-FRET (IP-One), carbachol + lithium; Potency, µM (series often up to 59.4 µM), for inactives: top-dose activity, negative = IMPase inhibition, actives largely listed as inhibitors; 210,000 tested, 0.35% active;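 note: IP1 builds up when IMPase is blocked and the TR-FRET signal falls; potency is the fitted concentration of half-maximal effect; plate controls were basal vehicle for no effect and high inhibitor control for full effect; nearly all actives have a fitted effect of over 50% in size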
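CHO-M1, 2000 cells/well, 16–30 h culture; cpd + low Li+, 30 min 37C; lysis with d2-IP1/Eu-anti-IP1 Ab, 10 min RT; TR-FRET 665/620 ratio and 620 channel; AC50 via Hill.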
GLA spleen mod: inhibitors or activators of human alpha-galactosidase in spleen homogenate; P06280; human spleen homogenate, 4MU-alpha-Gal fluorescence, 40 min; Potency, µM (series often up to 80 µM), for the others: at the top dose activity change, negative = inhibition, hits mostly inhibitors; 240,000 tested, 0.008% active; AID 2107;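 note: potency is the fitted concentration of half-maximal effect; 0% = enzyme with vehicle and -100% = no enzyme basal signal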
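Inhibition or activation of alpha-galactosidase in human spleen homogenate is scored by 4-MU fluorescence after 40 min at 37C, pH 5.0, with 1 mM substrate. AC50s come from concentration-response fitted to the Hill equation.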
Luc counter: counter-screen: inhibitors of Kinase-Glo firefly luciferase; Q27757; Kinase-Glo luciferase, ATP luminescence, 8 min; Potency, µM (titrated, usually from 38.3 µM), without a hit: top-dose activity change, negative = inhibition, most hits filed as inhibitors; 200,000 tested, 0.28% active; AID 1379; note: potency is the fitted concentration of half-maximal effect; % is set by controls: 0 for no effect and ±100 for the full control effect; nearly all actives have a fitted effect of over 60% in size
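Inhibition of Kinase-Glo luciferase light generation was assessed at 10 uM ATP in pH 7.2 imidazole buffer, with luminescence measured after eight minutes at ambient temperature.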
LMNA splice mod: changes lamin A minigene splicing in HeLa cells; HeLa LMNA splicing GFP/RFP minigene ratio, 48 h; Potency, µM (doses to about 46.1 µM), inactives show top-dose ratio change, negative = inhibition, hits mostly inhibitors; 200,000 tested, 0.01% active; AID 1487; active = well fitted inhibition curve with a large enough effect in the signal ratio, with a control signal flat, not every such curve was filed as active; inconclusive = small, poorly fitted or top-dose-only effect, or effect the other way, or a change in a side signal; the % refers to the signal ratio; note: potency is the fitted concentration of half-maximal effect; % is set by controls: 0 for no effect and ±100 for the full control effect
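S3 HeLa cells stably expressing lamin A-EGFP splicing minigene plus DsRed2, 600 cells/well, 48 h compound exposure at 37C. Laser-scanning cytometry; analysed as GFP (500-530 nm)/RFP (575-640 nm) total intensity ratio; 0.5% DMSO vehicle.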
CBFb RUNX1 block: blocks binding between human CBF-beta and RUNX1; AID 1477; 230,000 tested, under 10 active; Q01196+Q13951; AlphaScreen CBFb-His/RUNX1-biotin binding, biochemical; Potency, µM (titrated, usually from 59.8 µM), for the others: top-dose activity, negative = inhibition, hits mostly inhibitors; note: % of control where 0% means no effect
Target sequence (Q01196 whole entry, looked up): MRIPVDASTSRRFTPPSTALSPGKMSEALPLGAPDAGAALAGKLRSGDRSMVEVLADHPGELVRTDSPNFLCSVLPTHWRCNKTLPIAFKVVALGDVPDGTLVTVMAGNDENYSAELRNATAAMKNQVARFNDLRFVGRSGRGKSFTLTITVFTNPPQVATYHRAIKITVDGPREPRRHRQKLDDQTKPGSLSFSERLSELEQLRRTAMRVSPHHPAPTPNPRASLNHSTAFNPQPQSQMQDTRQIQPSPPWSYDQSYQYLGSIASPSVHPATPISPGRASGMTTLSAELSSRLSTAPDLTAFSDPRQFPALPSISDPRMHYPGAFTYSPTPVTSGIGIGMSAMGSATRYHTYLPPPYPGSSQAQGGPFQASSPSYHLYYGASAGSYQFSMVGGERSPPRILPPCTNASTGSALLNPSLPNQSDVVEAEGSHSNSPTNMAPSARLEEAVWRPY
Target sequence (Q13951 whole entry, looked up): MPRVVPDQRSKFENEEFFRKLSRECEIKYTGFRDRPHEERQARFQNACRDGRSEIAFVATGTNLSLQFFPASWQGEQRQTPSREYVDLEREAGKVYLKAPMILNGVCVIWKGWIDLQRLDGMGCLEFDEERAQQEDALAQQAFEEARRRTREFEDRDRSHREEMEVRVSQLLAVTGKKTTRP
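AlphaScreen binding: CBFb-His and RUNX1-biotin (30 nM each) preincubated 20 min, compound added for 15 min, then nickel and streptavidin beads for 90 min, all at room temperature. Disruption of the interaction by any mechanism counts as activity.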
Epigenetic derep: epigenetic control regulation, reporter derepression | murine LDR cells, GFP reporter derepression, 30 h | Potency, µM (top dose mostly 53.9 µM), inactives show at the highest dose GFP activation, actives largely listed as activators | 280,000 tested, 0.2% active | AID 1865; note: potency is the fitted concentration of half-maximal effect; % of control where 0% means no effect; nearly all actives have a fitted effect of over 60% in size
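In this reporter-derepression format, murine cells bearing a silenced integrated CMV-GFP locus incubate with test compound (30 h, 37 C), then are washed and imaged; fluorescent objects of 20–120 um count as induced cells.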
Numbers without * were called inactive; ? = inconclusive; / = not tested or not shown; & = joins results of further samples; [ ] = another dose, or the depositor's remark. Unless noted, calls come from the whole dose curve; as a rule, active = well fitted curve in the direction sought with a large enough effect; inconclusive = small, poorly fitted or top-dose-only effect, or another doubt; inactive = no such curve, though single readings can be large; an effect the other way counts as inactive or inconclusive. These rows are one share of the data; count on the stated rates, not on these rows.

SMILES	NPSR antagonist	IMPase Li inh	GLA spleen mod	Luc counter	LMNA splice mod	CBFb RUNX1 block	Epigenetic derep
CC(=O)NC(C)C12CC3CC(CC(C(=O)O)(C3)C1)C2 (configuration not stated)	-2%[46.1 µM]	22%[38.3 µM]	1%	-3%	0%	4%	-1.1%
O=C(CSc1nc2cc([N+](=O)[O-])ccc2n1-c1ccccc1)NCc1ccc2c(c1)OCO2	-16%	-12%	4%	-3%	-15%	-2%	-1.0%
Fc1ccc(CSc2nnc(-c3cccnc3)o2)cc1	8%	-4%	-3%	-1%	9%[46 µM]	9%	-1.0%
COC(=O)[C@@]1(Cc2ccc(OC)cc2)[C@H]2c3cc(C(=O)N(C)C)n(CCc4ccc(OC)c(Br)c4)c3C[C@H]2CN1C(=O)c1ccccc1	-35%	15%&4%	5%&0%	3%&0%	?	1%[2.36 µM]	-3.1%&0.7%
O=C(N/N=C/c1cn(-c2ccccc2)nc1-c1cccnc1)c1cccnc1	-26%	2%	3%	-4%	?	6%	1.3%
CCC(C)(C)n1nnnc1C(c1ccc(F)cc1)N1CCC(C(N)=O)CC1 (configuration not stated)	-2%	7%	-7%	-1%	10%[46 µM]	9%	-7.2%
Cc1sc2ncn(CC(=O)N3CCCCC3)c(=O)c2c1C	5%	-1%	2%	1%	11%[46 µM]	7%	-0.6%
COc1ccc2c(c1)CCc1c(C(=O)N3CCCC3)noc1-2	-15%[46.1 µM]	2%[38.3 µM]	-5%	1%	8%	2%	3.9%
O=S(=O)(c1ccc(Br)cc1)N1CCCN(Cc2ccccc2F)CC1	-8%	18%	-2%	-1%	?	11%	0.2%
Cc1ccc2[nH]c(=O)c(CN(CCCO)C(C)c3nnnn3Cc3ccco3)cc2c1 (configuration not stated)	-1%	/	4%	/	/	4%	-1.9%
CC(NC(=O)Cn1ccsc1=N)C12CC3CC(CC(C3)C1)C2 (configuration not stated)	-5%[7.67 µM]	12%[38.3 µM]	1%	11%	?	0%	2.9%
Nc1ccc(C(=O)NCC2(c3ccccc3)CCCC2)cc1	9%	6%	3%	2%	-12%[46 µM]	3%	-2.3%
CC(C)Cn1cc(C(=O)N2CCC(C)CC2)c2c3ccccc3n(C)c2c1=O	-44%	-11%	13%	3%	/	-6%	-2.8%
CCOC(=O)Nc1ccc(OC)c([N+](=O)[O-])c1	1%	7%	5%	-1%	15%[46 µM]	-9%	-0.5%
Cc1ccc(C(=O)c2ccccc2C(=O)OCC(=O)Nc2cccc([N+](=O)[O-])c2)cc1	-20%[46.1 µM]	16%	-7%	2%	?	-1%	0.0%
Clc1ccccc1-c1nnc2sc(-c3ccco3)nn12	-17%[46.1 µM]	-4%[38.3 µM]	0%	11%	-12%	-1%	-1.7%
CNS(=O)(=O)c1cccc(C(=O)OCC(=O)Nc2ccc(N3CCCCC3)cc2)c1	3%	-1%	-20%	2%	-9%[46 µM]	-23%	-3.5%
CC(COC(=O)c1ccccc1)(COC(=O)c1ccccc1)/[N+]([O-])=C/c1ccccc1	5%	12%	3%	0%	-7%	1%	-3.0%
O=C(CN(C1CCCCC1)S(=O)(=O)c1ccc(Cl)cc1)N1CCOCC1	-16%[46.1 µM]	9%[38.3 µM]	-3%	13%	6%	-5%	-1.0%
O=S1(=O)NC(=NCC(c2ccco2)N2CCCCC2)c2ccccc21 (configuration not stated)	-7%	/	0%	/	/	-2%	1.2%
COC(=O)c1cc(OC)c(OC)cc1NC(=O)Nc1cccc(C(C)=O)c1	8%	0%	-2%	-3%	?	2%	-1.1%
CCn1c(=O)c(C(=O)Nc2nc3ccccc3[nH]2)c(O)c2ccccc21	3.2µM*	4%[38.3 µM]	9%	-1%	?	?	-1.1%
CCN(CC)C(=S)SCC(=O)Nc1ncc2c(n1)CC(C)(C)CC2=O	1%	/	4%	/	/	7%	1.0%
Cc1c(C(=O)NC2CC2)oc2ccc(S(=O)(=O)N3CCCCCC3)cc12	-12%[46.1 µM]	-5%[38.3 µM]	14%	-3%	2%	0%	-1.2%
COC(=O)c1ccccc1NC(=O)C1CCN(S(=O)(=O)c2cc(OC)ccc2OC)CC1	-20%[46.1 µM]	16%[38.3 µM]	4%	3%	6%	-4%	-0.8%
The results go on.
SMILES	NPSR antagonist	IMPase Li inh	GLA spleen mod	Luc counter	LMNA splice mod	CBFb RUNX1 block	Epigenetic derep
COc1cccc(C(=O)N/N=C(\CC(C)C)c2ccccc2)c1	-11%	4%	-4%	0%	?	0%	0.9%
CCCCSc1cc(C)nc(N)n1	-14%	/	2%	/	/	3%	-1.0%
CCOc1ccccc1N(CC(=O)Nc1ccc2c(c1)OCO2)S(C)(=O)=O	-16%[46.1 µM]	-4%[38.3 µM]	-24%	-1%	0%	3%	0.8%
Cn1nc(C(=O)NCCN2CCOCC2)c2ccccc2c1=O	-13%[46.1 µM]	8%[38.3 µM]	-3%	-2%	11%	2%	0.9%
CC(C)(C)n1nnnc1C(c1ccc(F)cc1)N1CCC(C(N)=O)CC1 (configuration not stated)	6%	3%	-5%	0%	?	1%	-1.8%
CC(=O)Nc1ccccc1NS(=O)(=O)c1cccc([N+](=O)[O-])c1	-2%	10%	3%	-3%	/	16%	2.1%
Cc1ccc(NS(=O)(=O)c2cc(C(=O)OCC(=O)NCC3CCCO3)ccc2C)cc1 (configuration not stated)	-7%	-8%	9%	6%	1%[46 µM]	-5%	-0.2%
Cc1ccc(C)c(NC(=O)CSc2nnc(C)c(=O)n2N)c1	5%	-7%	0%	2%	9%	-3%	1.0%
CCOc1ccc(CNC(=O)C2CCN(S(=O)(=O)CC)CC2)cc1OC	5%[46.1 µM]	11%[38.3 µM]	5%	-2%	-4%	10%	-0.5%
Cc1cc(Cl)ccc1OC(C)c1nnc(N)s1 (configuration not stated)	-8%[46.1 µM]	16%[38.3 µM]	1%	18%	-1%	1%	2.8%
O=C(Nc1ccc(F)c([N+](=O)[O-])c1)c1ccc2c(c1)C(=O)OC2=O	-6%	/	-3%	/	/	-5%	-1.6%
O=C(/C=C/c1ccccc1Cl)Nc1ccccc1	10%	/	-2%	/	/	8%	0.1%
COc1ccc(Cc2nn3c(-c4cc(OC)c(OC)c(OC)c4)nnc3s2)cc1	10%[46.1 µM]	30%[38.3 µM]	13%	0%	?	-20%	13%
Cc1nc2sc3c(c2c(=O)o1)CCCC3	8%[46.1 µM]	14%[38.3 µM]	5%	-2%	5%	-2%	1.5%
Nc1cc(=O)nc(SCC(=O)NCc2ccccc2)n1CCc1ccccc1	4%[46.1 µM]	-1%[38.3 µM]	5%	0%	5%	2%	-1.0%
COc1ccccc1CN1CCNC(=O)C1CC(=O)NCCc1cnccn1 (configuration not stated)	-16%	7%	5%	2%	/	18%	-1.8%
O=C(N/N=C1/CCS(=O)(=O)c2ccc(F)cc21)c1cccnc1	6%	-3%	1%	2%	/	10%	-1.3%
CC[C@H](C)[C@@H]1NC(=O)c2cc([N+](=O)[O-])cc(F)c2OCC[C@@H](C(N)=O)NC(=O)[C@H](CCCCN)NC1=O	9%	10%	3%	9%	3%	5%[2.36 µM]	6.0%
COc1ccc(/C=N/c2oc(-c3ccccc3)cc2C#N)cc1OC	10%[46.1 µM]	15%	9%	4%	-15%	-2%	0.0%
CC(C)(C)n1nnnc1C(c1ccc(C(F)(F)F)cc1)N(Cc1ccc(F)cc1)Cc1ccco1 (configuration not stated)	-35%	22%	7%	1%	?	4%	2.0%
COCCNc1nc(-c2cc(-c3ccc(Cl)cc3)on2)cc(C(C)C)n1	-5%	/	4%	/	/	20%	1.2%
CCOc1ccc(NC(=O)CN(C)CC(=O)NC2CCCc3ccccc32)cc1OCC (configuration not stated)	-7%[46.1 µM]	7%	-5%	-1%	-5%	24%	2.7%
C/C(=N\NC(=S)NCc1ccccc1)c1ccccc1	-17%	1%	5%	-1%	?	4%	7.0%
CCNC(=O)CON=C1c2ccccc2-c2ccccc21	10%	-4%	-3%	2%	?	4%	-2.5%
Cc1cc(C)n(C(=O)/C=C/c2cccs2)n1	-10%	/	2%	/	/	6%	3.7%
(more compounds)
SMILES	NPSR antagonist	IMPase Li inh	GLA spleen mod	Luc counter	LMNA splice mod	CBFb RUNX1 block	Epigenetic derep
Fc1ccccc1CSc1nc2ncc(Br)cc2[nH]1	-11%[46.1 µM]	17%[38.3 µM]	10%	2%	1%	-3%	0.0%
C(=N\Nc1nc(-c2ccccc2)cs1)/c1ccncc1	16%	4%	-2%	-2%	-13%[46 µM]	-3%	-0.7%
CCSCCOC(=O)C1=C(C)NC(=O)NC1c1ccc2c(c1)OCO2 (configuration not stated)	-15%[46.1 µM]	12%[38.3 µM]	4%	6%	-6%	5%	-1.0%
COc1ccccc1-n1c(SCC(=O)N2CCCC2)nc2cccnc21	-7%[46.1 µM]	5%[38.3 µM]	2%	-3%	2%	2%	1.9%
C/C(=C\C(=O)N1CCc2ccccc21)C(=O)O	-5%[46.1 µM]	-2%[38.3 µM]	-1%	3%	?	-21%	-1.0%
CCOc1ccccc1N1CCN(C(=S)NCc2ccc(Cl)cc2)CC1	-57%	14%	4%	-1%	/	2%	-2.1%
Cc1ccc(CNS(=O)(=O)c2ccc3c(c2)n(C)c(=O)c(=O)n3C)cc1	10%	-5%	0%	4%	/	4%	-5.1%
CCCCn1c(CNC(=O)Cc2ccccc2)nc2ccccc21	-10%[46.1 µM]	34%[38.3 µM]	4%	-1%	-1%	-4%	4.6%
Cc1ccccc1SCC(=O)Nc1cc(S(=O)(=O)N2CCOCC2)ccc1N1CCOCC1	-19%	/	3%	/	/	6%	0.0%

Gathered by group: those above containing an NH in an aromatic ring
SMILES	NPSR antagonist	IMPase Li inh	GLA spleen mod	Luc counter	LMNA splice mod	CBFb RUNX1 block	Epigenetic derep
Cc1ccc2[nH]c(=O)c(CN(CCCO)C(C)c3nnnn3Cc3ccco3)cc2c1 (configuration not stated)	-1%	/	4%	/	/	4%	-1.9%
CCn1c(=O)c(C(=O)Nc2nc3ccccc3[nH]2)c(O)c2ccccc21	3.2µM*	4%[38.3 µM]	9%	-1%	?	?	-1.1%
Fc1ccccc1CSc1nc2ncc(Br)cc2[nH]1	-11%[46.1 µM]	17%[38.3 µM]	10%	2%	1%	-3%	0.0%

2 compounds drawn at random from those above, as already listed:
SMILES	NPSR antagonist	IMPase Li inh	GLA spleen mod	Luc counter	LMNA splice mod	CBFb RUNX1 block	Epigenetic derep
CCSCCOC(=O)C1=C(C)NC(=O)NC1c1ccc2c(c1)OCO2 (configuration not stated)	-15%[46.1 µM]	12%[38.3 µM]	4%	6%	-6%	5%	-1.0%
Fc1ccccc1CSc1nc2ncc(Br)cc2[nH]1	-11%[46.1 µM]	17%[38.3 µM]	10%	2%	1%	-3%	0.0%
